NTR1 ag = agonists of NTR1, primary screen, imaging, U2OS cells, beta-arrestin-GFP, high content (AID 493036); Neurotensin receptor type 1 (Homo sapiens), P30989; NTR1-U2OS beta-arrestin-GFP spot imaging, agonist mode; activation, % at 20 µM; actives 0.17% (n = 330,000);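 active = activation at or above 40% of the spot to cytoplasm intensity ratio, with at least 20 cells analyzed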;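 note: 0% = DMSO without peptide and 100% = 100 nM NTR1 peptide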
Target sequence (P30989 whole entry, looked up): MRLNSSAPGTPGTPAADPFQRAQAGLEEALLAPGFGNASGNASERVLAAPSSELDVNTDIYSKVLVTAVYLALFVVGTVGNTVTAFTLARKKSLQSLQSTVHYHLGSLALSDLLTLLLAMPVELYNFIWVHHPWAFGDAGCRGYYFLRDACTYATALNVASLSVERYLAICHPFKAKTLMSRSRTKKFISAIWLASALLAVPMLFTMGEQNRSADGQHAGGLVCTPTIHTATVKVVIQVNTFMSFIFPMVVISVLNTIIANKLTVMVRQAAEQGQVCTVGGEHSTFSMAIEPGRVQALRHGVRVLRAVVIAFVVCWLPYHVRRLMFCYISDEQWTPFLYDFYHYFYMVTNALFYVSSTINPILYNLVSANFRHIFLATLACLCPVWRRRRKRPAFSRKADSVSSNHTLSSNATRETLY
Myeloid diff 2 = induction of myeloid progenitor differentiation, primary screen, cell-based, flow cytometry, MLPCN library | ER-HoxA9 myeloid progenitors, lysozyme-GFP differentiation | calls only at 10 µM | actives 1% (n = 360,000) | AID 624256, 2012;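 active = normalized GFP-positive differentiation at or above the plate's own cutoff, the solvent-only control mean plus 3 SD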;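 note: cells exposed to compound for four days before flow analysis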
Rac1 GTP hydrolysis = MgcRacGAP GTPase-activating activity inhibitors, confirmation, biochemical, ADP Hunter fluorescence. Rac GTPase-activating protein 1 (Homo sapiens). MgcRacGAP-stimulated Rac1 GTP hydrolysis, ADP Hunter fluorescence; higher % means a stronger effect; GST-tagged Rac1 F28L mutant substrate. one-dose inhibition, % at 30 µM; IC50 in µM for titrated hits. actives 0.6% (n = 340,000). AID 624330, 2012;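 active = first-screen hits whose inhibition reached a set limit at any dose in the follow-up dose series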;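 note: fluorescence reports GDP produced by GAP-driven GTP hydrolysis; strong numbers were not always called active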
RSV CPE inhibition = RSV antiviral activity via CPE protection, HEp-2 cells, primary 10 µM value included (AID 2391); one-dose CPE inhibition, % at 10 µM; IC50 in µM for titrated hits; actives 0.13% (n = 310,000); HEp-2 cells, RSV-induced CPE inhibition; higher % means a stronger effect; in the data active = a potency from the dose series; note: strong numbers were not always called active
T cell modulator = modulators of CD8 T cell-vesicle binding, primary screen, mouse 2C CD8+ T cells, flow cytometry | 2C CD8+ T cell-vesicle binding; hits give low values | AID 2052, 2009 | actives 0.068% (n = 330,000) | calls only at 7 µM;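 active = response, share of CD8 T cells binding vesicles, and their 90th percentile fluorescence all below set limits, cut at about 80% in these data, passing the limit was not always enough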
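Assay system: 2C TCR transgenic mouse naive CD8+ T cells, MACS-purified | Read-out: CD8+ gate FL2 mean fluorescence as % of same-row positive control | Signal: High-throughput flow cytometry with anti-B7-1 and anti-CD8 staining | Timing: Binding step 1.5 h, 37 °C, antibody labelling 20 min, ice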
TNAP activation fold = human TNAP enzyme activators, primary screen, biochemical, luminescent, no phosphate acceptor, uHTS (AID 1001) | Alkaline phosphatase, tissue-nonspecific isozyme (Homo sapiens) | purified TNAP, luminescent activation assay, no phosphate acceptor; higher activation fold means a stronger effect | one-dose activation fold at 20 µM; EC50 in µM for titrated hits | actives 0.03% (n = 200,000); in the data active = activation fold from about 3, or a potency from the dose series; inactive = the rest, 99 in 100 with activation fold below about 1.6; note: many of its hits are not listed in these tables
Salmonella PhoP GFP = inhibitors of PhoP regulon expression, primary screen, Salmonella Typhimurium, GFP reporter (AID 1863); S. Typhimurium PhoP-regulated promoter GFP reporter, 4 h; higher % means a stronger effect; inhibition, % at 50 µM, or IC50 in µM where a hit was titrated; actives 0.16% (n = 300,000);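 active = inhibition over 29.93%, a cutoff 3 SD above the screen mean, later confirmed by dose response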;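 note: 0% = low Mg2+ inducing control and 100% = high Mg2+ repressing control; strong numbers were not always called active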
UTI89 phage lysis = inhibition of K1F phage lysis, E. coli UTI89, bacterial capsule biogenesis inhibitors, alamar blue (AID 488966); actives 0.02% (n = 340,000); E. coli UTI89 K1F phage lysis, alamar blue, 2 h; higher % means a stronger effect; inhibition, % at 100 µM, or IC50 in µM where a hit was titrated;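 active = phage lysis inhibition, versus mean bacterial control, above a set limit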;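 note: capsule biogenesis inhibitors block K1F phage lysis so surviving cells raise fluorescence; higher fluorescence means more inhibition of phage lysis; actives were called in the ten point dose series up to 300 µM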
SV40 large T antigen = SV40 large T antigen inhibitors, biochemical (AID 1903); one-dose inhibition, % at 20 µM; IC50 in µM for titrated hits; SV40 large T antigen ATPase/helicase inhibition assay; higher % means a stronger effect; actives 0.39% (n = 310,000); in the data active = a potency from the dose series; note: strong numbers were not always called active
T cell modulator vesicle-bound % = second read-out of T cell modulator, no call of its own (marks repeat the call); double positive events, %; measured here: CD8+ vesicle-bound cell fraction;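 binding gate set so that unloaded-vesicle control wells show 10% double positive cells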
NTR1 ag cell count 20 µM = second read-out of NTR1 ag, no call of its own (marks repeat the call); cell count; measured here: cell count, cytotoxicity flag
Myeloid diff 2 GFP+ MAC1+ % = further read-out of Myeloid diff 2, marked with its call; GFP+ MAC1+ double positive, %; measured here: differentiation confirmed by MAC1 staining
Starred values were filed as active, the others as inactive; [ ] = another dose, or the depositor's remark.

Results for O=C(CN1C(=O)NC2(CCOc3ccccc32)C1=O)c1ccc(Br)cc1 (stereo not given) ?
NTR1 ag: 3.0; Myeloid diff 2: inactive; Rac1 GTP hydrolysis: 7%; RSV CPE inhibition: 2.4%; T cell modulator: inactive; Salmonella PhoP GFP: -1%; UTI89 phage lysis: -0.5%[50 µM]; SV40 large T antigen: 13%; T cell modulator vesicle-bound %: 14; NTR1 ag cell count 20 µM: 60; Myeloid diff 2 GFP+ MAC1+ %: 4.0

Results for O=C1NCC(O)=C1C=Nc1ccccc1O ?
NTR1 ag: 0.5; Myeloid diff 2: inactive; Rac1 GTP hydrolysis: 11%; RSV CPE inhibition: -0.2%; T cell modulator: inactive; Salmonella PhoP GFP: -8%; UTI89 phage lysis: 0.9%; SV40 large T antigen: 26%; T cell modulator vesicle-bound %: 31; NTR1 ag cell count 20 µM: 64; Myeloid diff 2 GFP+ MAC1+ %: 0.9

How did O=C1CN(C(=O)COC(=O)Cc2ccccc2F)c2ccccc2N1 do in these assays?
NTR1 ag: -0.4; Myeloid diff 2: inactive; Rac1 GTP hydrolysis: 3%; T cell modulator: inactive; UTI89 phage lysis: 0.3%[50 µM]; T cell modulator vesicle-bound %: 49; NTR1 ag cell count 20 µM: 46; Myeloid diff 2 GFP+ MAC1+ %: 0.3

Results for CC1(C)CC(=O)c2cnc(NC(=O)C3CCCC3)nc2C1 ?
NTR1 ag: 0.1; Myeloid diff 2: inactive; Rac1 GTP hydrolysis: -1%; RSV CPE inhibition: 0.8%; T cell modulator: inactive; TNAP activation fold: 1.1; Salmonella PhoP GFP: 1%; UTI89 phage lysis: 0.1%; SV40 large T antigen: 4%; T cell modulator vesicle-bound %: 31; NTR1 ag cell count 20 µM: 86; Myeloid diff 2 GFP+ MAC1+ %: 1.2

What do the screens show for `CCN(CC)C(=O)COc1ccc(S(=O)(=O)N2CCCC2)cc1`?
NTR1 ag: 1.7; Myeloid diff 2: inactive; Rac1 GTP hydrolysis: 7%; RSV CPE inhibition: 0.6%; T cell modulator: inactive; Salmonella PhoP GFP: 0%; UTI89 phage lysis: 2.3%; SV40 large T antigen: 8%; T cell modulator vesicle-bound %: 56; NTR1 ag cell count 20 µM: 56; Myeloid diff 2 GFP+ MAC1+ %: 0.3

What do the screens show for `CCCC(=O)Nc1c2c(nn1-c1ccccc1)CSC2`?
NTR1 ag: 1.2; Myeloid diff 2: inactive; Rac1 GTP hydrolysis: 7%; RSV CPE inhibition: 5.4%; T cell modulator: inactive; Salmonella PhoP GFP: -3%; UTI89 phage lysis: 1.0%; SV40 large T antigen: 8%; T cell modulator vesicle-bound %: 15; NTR1 ag cell count 20 µM: 57; Myeloid diff 2 GFP+ MAC1+ %: 1.1

What do the screens show for `O=C(c1ccco1)N1CCN(C(=O)c2ccc(-c3ccccc3Cl)o2)CC1`?
NTR1 ag: -1.8; Myeloid diff 2: inactive; Rac1 GTP hydrolysis: 3%; RSV CPE inhibition: 2.6%; T cell modulator: inactive; UTI89 phage lysis: 0.0%[50 µM]; T cell modulator vesicle-bound %: 29; NTR1 ag cell count 20 µM: 60; Myeloid diff 2 GFP+ MAC1+ %: 0.5

What do the screens show for `Cc1cc(C(=O)NNC(=O)c2ccc(C)s2)c(C)o1`?
NTR1 ag: -0.8; Myeloid diff 2: inactive; Rac1 GTP hydrolysis: 5%; RSV CPE inhibition: 2.7%; T cell modulator: inactive; Salmonella PhoP GFP: -3%; UTI89 phage lysis: 1.4%[50 µM]; SV40 large T antigen: 19%; T cell modulator vesicle-bound %: 50; NTR1 ag cell count 20 µM: 102; Myeloid diff 2 GFP+ MAC1+ %: 0.7

How did S=c1[nH]nc(-c2ccccn2)n1/N=C/c1cccc(Cl)c1 do in these assays?
NTR1 ag: 0.5; Myeloid diff 2: inactive; Rac1 GTP hydrolysis: 21%; RSV CPE inhibition: -0.3%; T cell modulator: inactive; TNAP activation fold: 0.6; Salmonella PhoP GFP: 0%; UTI89 phage lysis: -0.2%; SV40 large T antigen: 17%; T cell modulator vesicle-bound %: 1; NTR1 ag cell count 20 µM: 40; Myeloid diff 2 GFP+ MAC1+ %: 0.5

What do the screens show for `Oc1ccccc1C=NCCCCCCN=Cc1ccccc1O`?
NTR1 ag: 3.0; Myeloid diff 2: inactive; Rac1 GTP hydrolysis: 8%; RSV CPE inhibition: -0.6%; T cell modulator: inactive; Salmonella PhoP GFP: -2%; UTI89 phage lysis: -0.2%; SV40 large T antigen: 6%; T cell modulator vesicle-bound %: 28; NTR1 ag cell count 20 µM: 49; Myeloid diff 2 GFP+ MAC1+ %: 0.2

Results for C=CCc1ccccc1OCCOc1ccc([N+](=O)[O-])cc1/C=N/NC(N)=O ?
NTR1 ag: 1.8; Myeloid diff 2: inactive; Rac1 GTP hydrolysis: 11%; RSV CPE inhibition: -0.4%; T cell modulator: inactive; TNAP activation fold: 1; Salmonella PhoP GFP: -2%; UTI89 phage lysis: 0.2%; SV40 large T antigen: 6%; T cell modulator vesicle-bound %: 47; NTR1 ag cell count 20 µM: 52; Myeloid diff 2 GFP+ MAC1+ %: 0.1

How did COc1ccc(N2CC(C)Cn3c2nc2c3c(=O)n(Cc3ccc(F)cc3)c(=O)n2C)c(OC)c1 (stereo not given) do in these assays?
NTR1 ag: 2.5; Myeloid diff 2: inactive; Rac1 GTP hydrolysis: 5%; RSV CPE inhibition: 7.3%; T cell modulator: inactive; TNAP activation fold: 1.1; Salmonella PhoP GFP: -7%; UTI89 phage lysis: 0.6%; SV40 large T antigen: 6%; T cell modulator vesicle-bound %: 32; NTR1 ag cell count 20 µM: 96; Myeloid diff 2 GFP+ MAC1+ %: 2.7

Results for Cc1ccc(C(C[N+](=O)[O-])c2c(N)n(C)c(=O)n(C)c2=O)cc1 (stereo not given) ?
NTR1 ag: 8.7; Myeloid diff 2: inactive; Rac1 GTP hydrolysis: 6%; T cell modulator: inactive; Salmonella PhoP GFP: 62µM*; UTI89 phage lysis: 0.7%; SV40 large T antigen: 6%; T cell modulator vesicle-bound %: 31; NTR1 ag cell count 20 µM: 41; Myeloid diff 2 GFP+ MAC1+ %: 1.7

What do the screens show for `Cc1c(Br)c(C(F)(F)F)nn1CC(=O)NCCCn1ccnc1`?
NTR1 ag: -1.9; Myeloid diff 2: inactive; Rac1 GTP hydrolysis: 1%; RSV CPE inhibition: 0.3%; T cell modulator: inactive; TNAP activation fold: 1.1; Salmonella PhoP GFP: 5%; UTI89 phage lysis: 0.7%; SV40 large T antigen: 17%; T cell modulator vesicle-bound %: 9; NTR1 ag cell count 20 µM: 52; Myeloid diff 2 GFP+ MAC1+ %: 0.8

How did CN(CC(=O)NCc1ccco1)S(=O)(=O)c1ccc2c(c1)c(=O)n(C)c(=O)n2C do in these assays?
NTR1 ag: 1.3; Myeloid diff 2: inactive; Rac1 GTP hydrolysis: 2%; RSV CPE inhibition: 1.6%; T cell modulator: inactive; Salmonella PhoP GFP: -2%; UTI89 phage lysis: -0.3%; SV40 large T antigen: 15%; T cell modulator vesicle-bound %: 28; NTR1 ag cell count 20 µM: 68; Myeloid diff 2 GFP+ MAC1+ %: 0.1

How did CC(=O)Nc1ccc(NC(=O)c2ccco2)cc1 do in these assays?
NTR1 ag: -0.8; Myeloid diff 2: inactive; Rac1 GTP hydrolysis: 8%; RSV CPE inhibition: -0.4%; T cell modulator: inactive; TNAP activation fold: 1.1; Salmonella PhoP GFP: -2%; UTI89 phage lysis: 0.2%; SV40 large T antigen: 2%; T cell modulator vesicle-bound %: 38; NTR1 ag cell count 20 µM: 99; Myeloid diff 2 GFP+ MAC1+ %: 0.7

How did Cc1ccc(S(=O)(=O)NCC(=O)N(CC(=O)NCC2CCCO2)c2ccc(Cl)cc2)cc1 (stereo not given) do in these assays?
NTR1 ag: -0.9; Myeloid diff 2: inactive; Rac1 GTP hydrolysis: -2%; RSV CPE inhibition: 2.0%; T cell modulator: inactive; Salmonella PhoP GFP: 2%; UTI89 phage lysis: 0.3%; SV40 large T antigen: 6%; T cell modulator vesicle-bound %: 31; NTR1 ag cell count 20 µM: 59; Myeloid diff 2 GFP+ MAC1+ %: 0.8

What do the screens show for `Cc1ccc(-c2nn3c(=O)c(C)nnc3s2)cc1`?
NTR1 ag: -1.0; Myeloid diff 2: inactive; Rac1 GTP hydrolysis: 8%; RSV CPE inhibition: -1.7%; T cell modulator: inactive; TNAP activation fold: 0.9; Salmonella PhoP GFP: -1%; UTI89 phage lysis: 3.5%; SV40 large T antigen: 14%; T cell modulator vesicle-bound %: 7; NTR1 ag cell count 20 µM: 51; Myeloid diff 2 GFP+ MAC1+ %: 3.0

Results for O=C(CN1CCN(Cc2ccccc2Cl)CC1)N/N=C/C=C\c1ccccc1[N+](=O)[O-] ?
NTR1 ag: -1.7; Myeloid diff 2: inactive; Rac1 GTP hydrolysis: 1%; RSV CPE inhibition: 1.8%; T cell modulator: inactive; TNAP activation fold: 1.8; Salmonella PhoP GFP: 9%; UTI89 phage lysis: 0.2%; SV40 large T antigen: 10%; T cell modulator vesicle-bound %: 62; NTR1 ag cell count 20 µM: 85; Myeloid diff 2 GFP+ MAC1+ %: 0.2

Two compounds drawn at random from those above:
Results for O=C(CN1CCN(Cc2ccccc2Cl)CC1)N/N=C/C=C\c1ccccc1[N+](=O)[O-] ?
NTR1 ag: -1.7; Myeloid diff 2: inactive; Rac1 GTP hydrolysis: 1%; RSV CPE inhibition: 1.8%; T cell modulator: inactive; TNAP activation fold: 1.8; Salmonella PhoP GFP: 9%; UTI89 phage lysis: 0.2%; SV40 large T antigen: 10%; T cell modulator vesicle-bound %: 62; NTR1 ag cell count 20 µM: 85; Myeloid diff 2 GFP+ MAC1+ %: 0.2

What do the screens show for `Cc1c(Br)c(C(F)(F)F)nn1CC(=O)NCCCn1ccnc1`?
NTR1 ag: -1.9; Myeloid diff 2: inactive; Rac1 GTP hydrolysis: 1%; RSV CPE inhibition: 0.3%; T cell modulator: inactive; TNAP activation fold: 1.1; Salmonella PhoP GFP: 5%; UTI89 phage lysis: 0.7%; SV40 large T antigen: 17%; T cell modulator vesicle-bound %: 9; NTR1 ag cell count 20 µM: 52; Myeloid diff 2 GFP+ MAC1+ %: 0.8

Bioassay records from PubChem.
